Source: PubChem
STAT3 activator: activators of IL-6 induced STAT3 signaling; U3A cells, IL-6 STAT3-luciferase reporter, luminescence; 100% = signal with IL-6 EC80 alone; activation (% of control), % at 5.6 µM; 190,000 tested, 0.91% active; AID 871;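 active = activation above the screen-wide mean of compound activation plus 3 SD, cut at about 130% in these data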;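 note: 0% = background luminescence of wells with medium and substrate only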
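Material: human U3A cells carrying STAT3-luciferase construct. Measured by: reporter luminescence signal. Timing: compound 1 h, then IL-6 6 h at 37 °C.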
SRC2 TRFRET art: flags TR-FRET format artefacts in PPARgamma SRC-2 recruitment agonist screen | TR-FRET artefact counter-screen; stronger effect = higher value | TR-FRET ratio at 8 µM | 200,000 tested, 0.4% active; in the data active = TR-FRET ratio above about 2000; note: inactives centre near 1500; reference of the scale not given here
PPARg SRC1 recr: PPARgamma-driven SRC-1 recruitment agonism. AID 631. 200,000 tested, 0.41% active. P37231. PPARgamma-SRC-1 coactivator recruitment biochemical assay. activation, % at 8 µM; in the data active = activation above about 19%;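 note: 0% = DMSO and 100% = reference agonist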
Target sequence (P37231 whole entry, looked up): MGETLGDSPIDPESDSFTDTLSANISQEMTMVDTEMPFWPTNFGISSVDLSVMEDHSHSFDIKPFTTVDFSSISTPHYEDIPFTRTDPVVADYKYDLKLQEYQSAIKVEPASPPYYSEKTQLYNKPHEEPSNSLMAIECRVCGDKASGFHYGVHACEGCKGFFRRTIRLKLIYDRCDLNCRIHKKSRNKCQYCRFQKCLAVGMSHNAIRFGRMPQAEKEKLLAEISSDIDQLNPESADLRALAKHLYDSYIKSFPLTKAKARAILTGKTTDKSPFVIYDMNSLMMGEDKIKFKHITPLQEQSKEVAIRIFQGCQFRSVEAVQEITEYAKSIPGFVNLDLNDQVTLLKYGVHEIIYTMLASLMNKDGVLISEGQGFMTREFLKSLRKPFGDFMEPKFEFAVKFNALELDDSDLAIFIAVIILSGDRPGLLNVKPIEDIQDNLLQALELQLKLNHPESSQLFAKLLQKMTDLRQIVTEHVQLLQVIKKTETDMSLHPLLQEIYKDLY
ROMK mod: modulators of human ROMK potassium channel | P48048 | Tet-inducible ROMK, thallium flux fluorescence; actives lie on both sides | B-score at 10 µM | 130,000 tested, 2% active | AID 1918;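 active = signal ratio slope over the read window, or its plate-corrected B-score, at least 3 SD from the plate mean, either direction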;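 note: B-score of the F/F0 ratio slope over 7 to 12 s after thallium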
Target sequence (P48048 whole entry, looked up): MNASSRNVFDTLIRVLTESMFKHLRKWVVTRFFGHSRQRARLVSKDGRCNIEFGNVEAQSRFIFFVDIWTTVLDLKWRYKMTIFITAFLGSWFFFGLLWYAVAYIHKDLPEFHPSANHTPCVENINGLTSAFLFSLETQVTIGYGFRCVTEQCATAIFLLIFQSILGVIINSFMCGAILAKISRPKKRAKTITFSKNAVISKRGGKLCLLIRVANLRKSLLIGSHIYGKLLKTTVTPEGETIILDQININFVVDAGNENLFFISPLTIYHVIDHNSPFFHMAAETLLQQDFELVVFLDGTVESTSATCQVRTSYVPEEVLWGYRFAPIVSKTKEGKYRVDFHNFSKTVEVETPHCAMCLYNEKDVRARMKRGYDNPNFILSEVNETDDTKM
bIAP activator: increases bovine intestinal alkaline phosphatase activity; 200,000 tested, 0.17% active; AID 1016; activation factor at 20 µM; purified bovine IAP, CDP-star luminescence, 30 min; stronger effect = higher value; fold of DMSO-control signal, blank-subtracted;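 active = activation factor of 2 or more at 20 µM, a signal rise over negative controls twice the positive control's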
bIAP inhibitor: intestinal alkaline phosphatase (bovine) inhibition. inhibition, % at 20 µM. 190,000 tested, under 10 active. purified bovine IAP, CDP-star luminescence, 30 min. AID 1019;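 active = over 50% inhibition of intestinal alkaline phosphatase at 20 µM in the single-dose screen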
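Assay system – bovine IAP enzyme · Quantity – bovine IAP at 1/65,000,000 final dilution · Detection – CDP-star luminescence signal · Times – 30 min reaction at room temperature · Also added – CDP-star substrate at 30 µM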
PPARg SRC3 recr: promotes SRC-3 coactivator recruitment by human PPARgamma; activation, % at 8 µM; 200,000 tested, 0.26% active; P37231; AID 731; biochemical PPARgamma/SRC-3 coactivator recruitment assay; in the data active = activation above about 23%;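 note: 0% = DMSO and 100% = reference agonist; some compounds past the cut are filed as inactive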
STAT1 blocker: STAT1 signaling inhibition | NIH 3T3 STAT1-luciferase reporter, IFN-gamma, luminescence | inhibition, % at 5.5 µM | 200,000 tested, 0.35% active | AID 920;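 active = inhibition above a set limit, the mean inhibition across all tested compounds plus 3 SD, cut at about 34% in these data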;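 note: 0% = IFN-gamma with DMSO and 100% = IFN-gamma with 300 µM nifuroxazide; values of inactives mirror those of a sister screen read the other way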
PPARg SRC-2 ag: agonists of SRC-2 recruitment by human PPARgamma. 200,000 tested, 0.34% active. AID 1032. P37231. activation, % at 8 µM. PPARgamma LBD-SRC-2 recruitment, biochemical; in the data active = activation above about 22%;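 note: 0% = vehicle and 100% = reference agonist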
TNAP act hiacc: increases human TNAP activity under high phosphate acceptor concentration | 200,000 tested, under 10 active | purified TNAP, CDP-star luminescence, 1 M DEA, 30 min; stronger effect = higher value; 0 = EDTA background, 1 = DMSO-only activity | P05186 | activation factor at 20 µM;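 active = activation factor at least 2 at 20 µM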
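Test system – human TNAP · Doses – 20 µM single point · Incubation – 30 min, room temperature · Signal – luminescent substrate turnover signal · Read-out basis – activation factor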
STAT3 blocker: inhibitors of IL-6 induced STAT3 signaling; 190,000 tested, 0.89% active; AID 862; inhibition, % at 5.5 µM; U3A cells, IL-6 STAT3-luciferase reporter, luminescence; host cell line lacks STAT1;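 active = inhibition above the mean inhibition across all screened compounds plus 3 SD, cut at about 44% in these data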;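 note: 0% = DMSO only wells and 100% = 100 µM nifuroxazide control wells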
* marks the source's active call; other numbers are inactive results; . = not tested or not shown.

#	SMILES	ROMK mod	TNAP act hiacc	STAT1 blocker	STAT3 activator	SRC2 TRFRET art	PPARg SRC1 recr	bIAP activator	PPARg SRC-2 ag	STAT3 blocker	bIAP inhibitor	PPARg SRC3 recr
1	COc1ccc(-c2noc(CSc3nc4ccccc4c(=O)n3-c3ccc(C)cc3)n2)cc1	.	1	2.6	101.0	1403	8.6	0.9	-13.6	7.4	9.5	-4.3
2	COc1ccccc1OCCCC(=O)NC(C)c1ccccc1 (stereo unspecified)	0.757	1	-0.9	95.8	1560	-2.0	1	-11.9	10.2	2.9	-5.2
3	COc1ccccc1N1CCN(C(=O)COc2cccc(C)c2C)CC1	-2.61	1	-0.2	101.5	1520	-1.0	1	-1.9	0.1	-1.5	1.6
4	COc1ccc(CC(=O)Nn2c(-c3ccccc3)nc3ccccc3c2=O)cc1	0.242	1	1.3	96.4	1785	13.6	0.4	-0.4	1.9	.	2.5
5	COC(=O)C1=C(C)NC(=O)NC1C1CC=CCC1 (stereo unspecified)	.	1	-1.7	104.2	1561	5.0	1	5.8	-1.6	0.7	3.1
6	CCOc1ccc(-n2cc(C(=O)NCc3ccco3)c3cc(OC)c(OC)cc3c2=O)cc1	.	1.1	2.7	91.2	1816	10.1	0.9	-6.3	14.5	7.1	10.7
7	COc1cc(OC)cc(-c2nn[nH]n2)c1	0.887	1	7.7	106.7	1482	1.1	0.9	1.5	-11.1	9.2	1.5
8	CCOC(=O)N/N=C(/C)c1ccc(N2C(=O)C3CCCCC3C2=O)cc1 (stereo unspecified)	.	1	3.9	103.8	1490	7.3	1.1	-6.6	0.8	-13.0	-1.9
9	Cc1onc(-c2ccccc2Cl)c1C(=O)N1CCN(C(=O)c2ccco2)CC1	.	1	-2.7	107.4	1536	-5.1	1	-3.8	-2.8	3.7	3.5
10	O=C(NC1CCCCC1)c1cc(-c2ccccn2)nc2ccccc12	-0.00462	1	3.5	98.2	1611	4.0	1	3.8	3.5	-3.8	6.5
11	CCOCCCNC(=O)C(NC(=O)c1ccccc1O)c1ccccc1 (stereo unspecified)	0.0117	1.1	-4.3	108.2	1572	-2.5	0.9	-7.5	3.0	7.4	3.0
12	O=C(CSc1nc2cc([N+](=O)[O-])ccc2n1-c1ccccc1)NCc1ccc2c(c1)OCO2	.	1	3.0	90.2	1658	11.9	0.7	11.1	15.9	31.9	8.1
13	CCCn1c(N2CCN(C(=O)N3CCCCC3)CC2)nc2ccccc21	.	1.1	3.4	100.1	1633	-5.2	1.2	-0.2	5.3	-16.7	6.0
14	CC(Oc1ccc(F)cc1)C(=O)Nc1sc2c(c1C(=O)NCc1cccnc1)CCCC2 (stereo unspecified)	-0.053	1.1	-1.6	99.4	1606	2.8	1	1.3	5.6	-1.2	0.6
15	FC(F)(F)C(Oc1nc(Nc2ccc(Cl)cc2)nc(N2CCOCC2)n1)C(F)(F)F	0.0186	1	-8.2	82.1	1505	4.3	0.9	-3.7	22.8	10.2	-18.7
16	Cc1cc(C(=O)OC2CCOC2=O)c2ccccc2n1 (stereo unspecified)	.	1	-1.7	96.2	1581	4.2	1.1	-0.3	7.4	-9.8	-7.9
17	O=C(c1ccc(F)cc1)C(CN1CCOCC1)c1ccccc1 (stereo unspecified)	-0.722	1.1	28.1	87.1	1555	8.2	1	6.2	17.5	3.4	4.3
18	CCCCCCN=CC1=C(O)C(C(=O)OC)C(C)(C)CC1=O (stereo unspecified)	0.831	1	6.8	97.8	1573	2.5	1	-4.8	2.5	0.2	5.8
19	CCCc1cc(=O)[nH]c(SCCOC(=O)c2ccccc2)n1	.	1	0.8	104.1	1300	1.4	0.9	0.2	-3.4	10.3	1.4
20	COc1ccc(CCCc2nnc(SCC(=O)Nc3cccc(C)c3)o2)cc1	-2.02	1	2.4	92.4	1597	1.2	0.9	10.4	14.3	14.5	4.1
21	CCC(C)NC(=O)CCn1c(-c2ccccc2)cc(C(C)=O)c1C (stereo unspecified)	0.0782	1.1	5.9	96.1	1731	7.7	1.1	4.6	8.3	-9.7	-2.2
22	Cn1cc(P(=O)(N2CCOCC2)N2CCOCC2)cc1P(=S)(N1CCOCC1)N1CCOCC1	-0.156	1	-13.3	97.8	1707	-1.3	1	-2.6	5.1	-3.3	4.4
23	COc1cc2c(C(=O)O)c(C)n(CC(C)C)c2c2ccccc12	.	1	4.5	92.0	1649	4.8	0.9	4.8	12.9	14.8	-0.3
24	CCc1ccc2oc(-c3ccc(OC)cc3)cc(=Nc3cccc(C(=O)O)c3)c2c1	2.27*	1	11.5	79.3	1661	6.4	1	-0.9	27.1	3.2	-1.9
25	CCOc1cc(N2CCOCC2)c(OCC)cc1NC(=O)CN1CCc2ccccc2C1	.	1	3.6	94.1	1652	5.6	1	9.6	12.7	-1.0	3.4

Profiles as entered above. Values in the order: ROMK mod | TNAP act hiacc | STAT1 blocker | STAT3 activator | SRC2 TRFRET art | PPARg SRC1 recr | bIAP activator | PPARg SRC-2 ag | STAT3 blocker | bIAP inhibitor | PPARg SRC3 recr
COc1cc2c(C(=O)O)c(C)n(CC(C)C)c2c2ccccc12 as listed: . | 1 | 4.5 | 92.0 | 1649 | 4.8 | 0.9 | 4.8 | 12.9 | 14.8 | -0.3
O=C(NC1CCCCC1)c1cc(-c2ccccn2)nc2ccccc12 as listed: -0.00462 | 1 | 3.5 | 98.2 | 1611 | 4.0 | 1 | 3.8 | 3.5 | -3.8 | 6.5
COc1ccc(CCCc2nnc(SCC(=O)Nc3cccc(C)c3)o2)cc1 as listed: -2.02 | 1 | 2.4 | 92.4 | 1597 | 1.2 | 0.9 | 10.4 | 14.3 | 14.5 | 4.1

Following part.
#	SMILES	ROMK mod	TNAP act hiacc	STAT1 blocker	STAT3 activator	SRC2 TRFRET art	PPARg SRC1 recr	bIAP activator	PPARg SRC-2 ag	STAT3 blocker	bIAP inhibitor	PPARg SRC3 recr
26	O=C1c2ccccc2C(=O)C12OC2c1ccc(Cl)cc1 (stereo unspecified)	0.76	1	-4.3	97.1	1492	1.9	0.9	-0.3	1.0	10.2	0.7
27	O=C1/C(=C/c2cccs2)Cc2ccccc21	.	1	-11.8	97.7	1704	3.9	1	13.2	-2.4	-1.7	-3.6
28	COc1ccccc1C(=O)N1CCN(S(=O)(=O)c2ccccc2)CC1	.	1.1	-6.4	107.1	1530	2.6	1.1	-4.2	0.7	-8.1	1.5
29	Cc1cc(NC(=O)CN2CCN(C/C=C/c3ccccc3)CC2)c([N+](=O)[O-])cc1C	-0.365	1	-2.8	107.3	1599	6.6	1	7.5	-11.3	-3.1	1.6
30	Cc1noc(C)c1C(=O)OCC(=O)NC(=O)NC12CC3CC(CC(C3)C1)C2	0.0523	1	1.8	103.1	1428	-3.5	1	0.6	-1.7	2.2	-5.6
31	CS(=O)(=O)N1CCc2cc(C(=O)N3CCOCC3)ccc21	0.715	1	-5.3	103.0	1544	-1.8	0.9	9.9	-0.5	5.7	-19.4
32	CCOC(=O)c1nn(-c2ccc3c(c2)OCO3)cc1O	0.328	.	4.1	105.9	1342	3.0	.	-4.0	-3.8	.	3.0
33	CCN(CC)c1ccc(CNC23CN4CN(CN(C4)C2)C3)cc1	.	1.1	2.7	94.0	1736	8.0	0.9	5.8	11.5	11.6	15.9
34	O=C(Nc1ccccc1)c1ccc2ccccc2n1	0.0353	1	-24.6	152.5*	1694	3.4	1.1	3.6	-49.4	-6.6	4.7
35	O=C(CCC(=O)c1cccs1)NCc1ccc(Cl)cc1	0.523	1	2.8	100.4	1436	-0.2	0.9	1.6	5.2	13.0	2.0
36	CC1=CC2=NC(=O)CC(C)(C(=O)N(CC(=O)NC3CCCC3)c3cc(C)cc(C)c3)N2C=C1 (stereo unspecified)	0.824	1	-1.0	98.6	1692	5.0	1.1	9.6	5.6	-7.9	6.3
37	COc1ccc(NC(=O)c2ccc(F)cc2)cc1S(=O)(=O)Nc1cc(C)ccc1Br	0.0211	1	10.4	94.6	1512	5.3	1	5.3	4.1	2.1	4.0
38	COc1cc(/C=N\N=C2/SC(CC(=O)O)C(=O)N2c2ccc(O)cc2)ccc1O (stereo unspecified)	.	1.1	2.6	96.1	1555	-6.8	0.9	1.4	15.7	6.0	-1.4
39	COCCn1cc(C(=O)NCc2ccco2)c2c3ccccc3n(C)c2c1=O	0.026	1	7.2	98.9	1479	-6.1	1	-6.3	9.7	-3.9	1.1
40	Cc1nn(-c2ccccc2)c(C)c1/C=N/n1c(-c2ccncc2)n[nH]c1=S	0.298	1	-2.9	109.6	1645	4.1	1.1	3.0	-9.0	-9.2	4.0
41	Cc1ccc2c(c1)C(c1ccncc1)=NNC(c1ccc(C(C)C)cc1)=N2	1.01	1	-3.4	102.9	1476	-1.4	1	-5.5	4.2	2.2	-4.2
42	NC(=O)COC(=O)c1ccccc1Nc1ccc(SC(F)F)cc1	.	1	-13.5	103.1	1524	-1.9	1.2	1.3	-1.0	-16.3	0.0
43	Cc1cc[n+](-c2nc3ccccc3nc2[N-]S(=O)(=O)c2ccccc2)cc1	.	1	4.0	100.7	1531	2.3	1	-0.1	4.6	-1.0	-2.0
44	COc1cc(CN2CCSCC2)cc(OC)c1OC	.	0.9	4.2	98.4	1441	0.2	1	-1.8	8.3	2.4	2.7
45	O=C(c1cccs1)N1CCC(c2ccccc2)C1 (stereo unspecified)	.	1	-37.9	104.3	1621	-0.8	0.8	4.2	-0.8	15.3	2.8
46	O=C(O)C1CCCN1S(=O)(=O)c1ccc2[nH]c(=O)c(=O)[nH]c2c1 (stereo unspecified)	.	1	-2.7	101.9	1614	-2.9	0.9	7.1	1.8	11.2	11.1
